pCIP destab – compounds decreasing mouse p/CIP protein stability. AID 1984. Q05BA5. actives 0.01% (n = 290,000). decrease of EGFP signal, % at 10 µM. F442A p/CIP-EGFP cells, EGFP fluorescence, 16 h;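 active means EGFP signal decrease of at least 30% at 10 µM or well 3 SD below plate mean, unless failing retest; inactive means the rest, including hits failing retest or dose response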; further: some compounds called inactive have numbers as strong as hits; many of its hits are not listed in these tables
VIM-2 inhibitor – inhibitors of Pseudomonas aeruginosa VIM-2 metallo-beta-lactamase. purified VIM-2, nitrocefin hydrolysis, epi-absorbance fluorescence. inhibition, % at 5.6 µM. actives 0.89% (n = 290,000). AID 1527;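 active means inhibition above the mean of all tested compounds plus 3 SD, cutoff set per screening run, cut at about 7.5% in these data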;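 further: red hydrolysis product quenches plate fluorescence so inhibitors raise well fluorescence; 0% = enzyme with DMSO and 100% = DMSO without enzyme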
GalR3 antag – human GalR3 antagonism; O60755; HEK293 GalR3-CNG cAMP membrane potential fluorescence; galR3 body fused to GalR1 C-terminus; inhibition, % at 3 µM; actives 0.44% (n = 360,000);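 active means inhibition above the screen-wide average plus 3 SD, cut at about 13% in these data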;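 further: forskolin and galanin both at EC90 stimulate the cells; cAMP rise reported by CNG channel membrane potential dye signal; 0% = forskolin plus galanin with DMSO and 100% = forskolin alone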
Target sequence (O60755 1-299 limits assumed): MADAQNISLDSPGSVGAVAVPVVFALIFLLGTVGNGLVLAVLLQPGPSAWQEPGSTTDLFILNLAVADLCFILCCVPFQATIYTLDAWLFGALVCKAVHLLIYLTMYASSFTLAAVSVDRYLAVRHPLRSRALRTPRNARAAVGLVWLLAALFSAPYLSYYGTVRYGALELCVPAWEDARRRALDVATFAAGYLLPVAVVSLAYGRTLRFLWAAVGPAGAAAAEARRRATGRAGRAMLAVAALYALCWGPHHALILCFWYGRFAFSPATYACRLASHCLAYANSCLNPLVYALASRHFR
IDE act – activators of human insulin-degrading enzyme in cells; HEK cells, FAbeta-B cleavage, fluorescence polarization; 0% vehicle, 100% cell-free pure enzyme wells; P14735; actives 0.073% (n = 340,000); activation, % at 5.96 µM;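 active means activation above the mean of all tested compounds plus 3 SD, set per screening campaign, cut at about 17% in these data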
IMP-1 inhibitor – inhibitors of Pseudomonas aeruginosa IMP-1 metallo-beta-lactamase. AID 1556. purified IMP-1, nitrocefin hydrolysis, epi-absorbance fluorescence. actives 0.45% (n = 290,000). inhibition, % at 5.6 µM;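 active means inhibition above the mean plus 3 SD of all compounds in the same screening run, cut at about 4.5% in these data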;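 further: 0% = IMP-1 with DMSO and 100% = DMSO wells lacking enzyme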
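System: Purified IMP-1 | Read-out basis: Percent enzyme inhibition | Controls: IMP-1 with DMSO as 0%, enzyme-free DMSO as 100% | Replicates: One well per compound | Doses: 5.6 µM nominal single concentration | Detection: Epi-absorbance fluorescence, 480 nm excitation, 530 nm emission | Incubation: 25 °C, 15 min preincubation, 25 min reaction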
UBC9 SUMO inh – blocks human SUMOylation mediated by UBC9; P63279; HTRF SUMOylation assay, SAE1/SAE2 + UBC9, in vitro; inhibition, % at 35 µM; actives 0.36% (n = 290,000); in the data active means inhibition above about 50%, passing the limit was not always enough; further: strong numbers were not always called active
Target sequence (P63279 whole entry, looked up): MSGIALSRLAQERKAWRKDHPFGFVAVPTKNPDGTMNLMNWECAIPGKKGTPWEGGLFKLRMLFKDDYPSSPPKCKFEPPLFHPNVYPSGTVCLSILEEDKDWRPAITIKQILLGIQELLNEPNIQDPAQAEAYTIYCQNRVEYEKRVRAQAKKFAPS
IDE cell inh – inhibits human insulin-degrading enzyme in HEK cells; P14735; FAbetaB cleavage, fluorescence polarization; inhibition, % at 5.59 µM; actives 0.41% (n = 320,000); AID 434962;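 active means percent inhibition above the average of all tested compounds plus 3 SD, set per screening campaign, cut at about 16% in these data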;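 further: IDE supplied by intact live HEK cells; FP after avidin binding of uncleaved biotin substrate so inhibition keeps polarization high; 0% = DMSO wells and 100% = 60 µM reference IDE inhibitor Ii1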
CRFBP-R2 block – blocks CRF-induced signaling of the CRF-BP/CRF-R2 complex | HEK293 CRF-R2/CRF-BP, CRF-induced calcium fluorescence | inhibition, % at 11.8 µM | actives 0.59% (n = 350,000) | AID 588475;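 active means inhibition of the ligand-induced calcium signal above about 50% at the single tested concentration, limit read from the data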
NS3 helicase inh – HCV NS3 helicase inhibition; NS3 helicase DNA unwinding, Cy5 molecular beacon fluorescence; inhibition, % at 10.9 µM; actives 0.56% (n = 290,000); AID 1800;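 active means inhibition above the mean of all tested compounds plus 3 SD, set per campaign, cut at about 35% in these data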;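 further: 0% = DMSO wells and 100% = thioflavine S control wells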
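Compound dosing – single dose, 10.9 µM nominal final, DMSO 0.8% final · System – NS3 helicase fragment of HCV · Buffer or medium – MOPS pH 6.5, MgCl2, DTT, Tween20, BSA · Signal – Cy5 beacon fluorescence read at start and 1 h · Also added – annealed dual-labelled DNA beacon duplex, ATP-started · Schedule – 1 h at 25 °C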
The depositor's hits bear a star; x = not tested or not shown.

1	CCN(CC)CCC(c1ccc(OC)cc1)c1c(O)cc(OC)cc1OC (stereo unspecified)
2	CCOC(=O)C1=C(CC)OC(N)=C(C#N)C1c1ccc(NC(C)=O)cc1 (stereo unspecified)
3	O=C(N/N=C/C=C\c1cccc([N+](=O)[O-])c1)c1ccccn1
4	Cc1ccc(NC(=S)NCCCN2CCOCC2)cc1
5	Cc1ccc(C2(C)NC(=O)N(CC(=O)NC(=O)NC3CCCC3)C2=O)cc1 (stereo unspecified)
6	CCCC(=O)Nc1ccc2oc(-c3ccncc3)nc2c1
7	COc1ccc([C@H]2CC(=O)C=C(c3ccc(F)cc3OCc3ccccc3)C2)cc1OC
8	CC(=O)CC(C)=NCCN=C(C)CC(C)=O

Assay by compound	1	2	3	4	5	6	7	8
pCIP destab	13	-4	-2	-18	2	-11	x	-2
VIM-2 inhibitor	x	0.7	-3.4	-0.4	-3.0	-3.2	x	-4.1
GalR3 antag	-3	-5	-3	-4	x	-4	-7	2
IDE act	4	4	1	1	x	4	4	2
IMP-1 inhibitor	x	-1.2	-2.6	-3.1	-3.0	-4.2	x	0.0
UBC9 SUMO inh	3	21	3	4	-7	48	x	22
IDE cell inh	2	2	1	1	x	-2	5	2
CRFBP-R2 block	-8	10	7	3	x	2	-22	17
NS3 helicase inh	x	1	-2	4	1	-2	x	-3

9	O=C(O)/C=C/C(=O)NNC(=O)c1ccc(Cl)cc1Cl
10	COc1ccc(OCC(=O)N2CCOCC2)cc1
11	CCOC(=O)/C(C#N)=C/Nc1ccsc1C(C)=O
12	COCCNC(=O)C(=O)Nc1ccc(Cl)cc1C
13	CCNc1nc(OC)nc(N(OC)S(=O)(=O)c2ccc(C)cc2)n1
14	Cc1cc(OCC(O)CN(CCO)CCO)ccc1Cl (stereo unspecified)
15	CC(C)C(C(=O)Nc1ccc2c(c1)OCCOCCOCCOCCO2)N1C(=O)c2ccccc2C1=O (stereo unspecified)
16	O=C(NCc1ccccc1Cl)c1ccc2c(=O)n(CCCN3CCCC3=O)c(=S)[nH]c2c1

Assay by compound	9	10	11	12	13	14	15	16
pCIP destab	-18	-6	-2	1	-2	-1	-5	2
VIM-2 inhibitor	-1.4	-1.6	0.5	-2.9	0.9	-1.4	-1.9	-7.7
GalR3 antag	-4	-2	1	-2	-7	5	-3	-6
IDE act	4	2	-3	1	5	5	-1	0
IMP-1 inhibitor	-5.3	0.0	-3.0	-2.1	0.3	-2.6	-2.3	-3.0
UBC9 SUMO inh	-1	5	24	0	8	-14	15	7
IDE cell inh	1	-4	6	2	3	-1	-2	3
CRFBP-R2 block	-2	14	-11	6	19	11	25	16
NS3 helicase inh	-7	3	4	9	-3	-5	-6	0

17	COc1cc(/C=C(/NC(=O)c2ccccc2)C(=O)Nc2ccc(O)cc2)c([N+](=O)[O-])cc1OC
18	CC(=O)N1c2ccc(S(=O)(=O)NCCC(=O)Nc3ccc(F)cc3)cc2CC1C (stereo unspecified)
19	Cc1cccn2c(Nc3ccccc3)c(-c3ccccn3)nc12
20	CC(C)C(=O)OCCN=C1NS(=O)(=O)c2ccccc21
21	Cn1c(SCC(=O)N2CCc3ccccc3C2)nnc1-c1cccs1
22	Cc1ccc(NC(=S)N2CCN(S(=O)(=O)c3c(F)cccc3F)CC2)cc1C
23	COc1ccc(NC2=NCC(=O)N2c2ccccc2F)c(OC)c1
24	CN(C)c1nc(Oc2ccc(N)cc2)nc(N(C)C)n1

Assay by compound	17	18	19	20	21	22	23	24
pCIP destab	-2	-2	2	-10	-11	-6	-3	-22
VIM-2 inhibitor	-5.1	-1.2	2.1	0.4	-1.1	-4.9	-4.0	0.2
GalR3 antag	5	1	-4	-5	-7	0	-4	-2
IDE act	7	1	1	1	-2	1	1	5
IMP-1 inhibitor	-3.4	-2.0	-3.5	1.1	-5.7	-2.9	-0.6	-0.5
UBC9 SUMO inh	16	4	-30	5	12	19	26	-7
IDE cell inh	10	1	-5	-1	1	-5	-2	5
CRFBP-R2 block	-14	-23	2	-3	1	6	14	-8
NS3 helicase inh	3	3	-11	-1	1	-6	-4	-7

25	Cc1ccc(CN(C(=O)c2cc(=O)c3cc(Cl)c(C)cc3o2)C2CCS(=O)(=O)C2)cc1 (stereo unspecified)
26	CC(C)CNc1oc(-c2ccc(F)cc2)nc1C#N
27	CCOC(=O)CNC(=O)C1(c2ccccc2)CCCC1
28	CCn1cc(C(=O)N[C@@H](CCSC)C(=O)NCCCOC)c(=O)c2cc3c(cc21)OCO3
29	Cc1ccc(CNC(=O)c2ccc(NC(=O)CCS(=O)(=O)c3cccs3)cc2)cc1
30	Clc1ccc(-n2nnnc2-c2ccno2)cc1
31	Cc1ccc(C(=O)N/C(=C\c2ccco2)C(=O)NCc2cccnc2)cc1
32	CN(CCOc1ccc(-c2ccn(S(=O)(=O)c3c(Cl)cccc3Cl)n2)cc1)c1ccccn1

Assay by compound	25	26	27	28	29	30	31	32
pCIP destab	-15	1	-5	1	-11	-5	-2	-14
VIM-2 inhibitor	-1.6	-3.0	-0.9	1.2	-2.9	1.2	-2.5	-3.7
GalR3 antag	-6	-1	-1	-9	-1	0	-4	1
IDE act	-1	3	9	-1	4	x	-1	0
IMP-1 inhibitor	-2.6	-2.2	-6.0	-1.9	-1.0	0.7	-2.6	-1.9
UBC9 SUMO inh	-14	-10	0	9	14	10	23	-10
IDE cell inh	0	-2	1	5	4	-2	12	9
CRFBP-R2 block	-12	-10	16	5	-25	-5	6	1
NS3 helicase inh	-1	1	-8	8	-2	8	-3	1

33	COc1ccccc1NC(=O)NC1CCCCCCC1
34	COc1ccc(CCNC(=O)C2CCN(C(=O)c3ccc(F)cc3)CC2)cc1
35	O=[N+]([O-])c1ccc(O)c(C=Nc2ccc3c(c2)OCO3)c1
36	Cc1cc2c(c(=O)n1Cc1ccccn1)C(C(C)C)C(C#N)=C(N)O2 (stereo unspecified)
37	Cc1oc2c(cc(NS(=O)(=O)c3ccc(Cl)cc3)c3ccccc32)c1C(=O)O
38	COc1ccc(S(=O)(=O)Nc2nc3ccccc3nc2Nc2ccc3c(c2)OCO3)cc1
39	Cc1ccc(C)c(C(=O)CN2C(=O)CCC2=O)c1
40	Cc1ncoc1C(=O)Nc1ncc([N+](=O)[O-])s1

Assay by compound	33	34	35	36	37	38	39	40
pCIP destab	-15	2	3	-4	-14	-1	1	6
VIM-2 inhibitor	-0.6	0.4	-1.3	-2.8	-0.1	-4.5	-1.6	-3.0
GalR3 antag	0	-1	-3	-4	-5	x	-2	3
IDE act	5	6	1	4	5	x	3	0
IMP-1 inhibitor	-1.3	-0.2	-1.4	-4.7	2.5	0.3	0.8	-1.1
UBC9 SUMO inh	10	-5	18	14	9	-2	-18	9
IDE cell inh	x	3	0	6	x	-8	4	7
CRFBP-R2 block	6	8	-6	-1	4	x	2	5
NS3 helicase inh	-4	-1	1	8	-7	3	-3	9

Shown with values under each structure: part of the list above.
Sequence of screens – pCIP destab | VIM-2 inhibitor | GalR3 antag | IDE act | IMP-1 inhibitor | UBC9 SUMO inh | IDE cell inh | CRFBP-R2 block | NS3 helicase inh
[33] COc1ccccc1NC(=O)NC1CCCCCCC1
  -15 | -0.6 | 0 | 5 | -1.3 | 10 | x | 6 | -4
[36] Cc1cc2c(c(=O)n1Cc1ccccn1)C(C(C)C)C(C#N)=C(N)O2 (stereo unspecified)
  -4 | -2.8 | -4 | 4 | -4.7 | 14 | 6 | -1 | 8
[40] Cc1ncoc1C(=O)Nc1ncc([N+](=O)[O-])s1
  6 | -3.0 | 3 | 0 | -1.1 | 9 | 7 | 5 | 9

Further structures follow.
41	COc1ccc(S(=O)(=O)Cc2ccc(C(=O)N3CCN(c4ccc(Cl)cc4)CC3)o2)cc1
42	COc1ccc(CNC(=O)c2cccc(NC(=O)c3ccccc3)c2)cc1
43	CCn1c(SCC(=O)Nc2ccc(NC(C)=O)cc2)nc2c1c(=O)n(C)c(=O)n2C
44	O=C(O/N=C1/CCCc2occc21)c1ccc(F)cc1
45	CCOC(=O)C1CCN(C(=O)CCc2ccc(S(=O)(=O)NCC(C)C)cc2)CC1
46	Cc1cc2c(sc3ccccc32)c(C)n1
47	CN(C[C@H](Cc1ccccc1)N(C[C@@H](CC1CCCCC1)N(CCc1ccccc1)N=O)N=O)N=O
48	CCn1nc(C(=O)OCC(=O)c2ccc3c(c2)OCCO3)c2ccccc2c1=O

Assay by compound	41	42	43	44	45	46	47	48
pCIP destab	-25	-2	2	7	-2	-2	-10	3
VIM-2 inhibitor	-3.6	-2.8	0.5	1.9	-1.6	0.7	2.0	-2.0
GalR3 antag	0	-2	-10	-3	-4	1	-6	1
IDE act	-3	-5	2	-2	-1	1	4	2
IMP-1 inhibitor	-2.4	-1.6	-1.2	-2.0	-1.5	-2.5	0.2	-2.8
UBC9 SUMO inh	7	3	-3	-4	19	21	-5	-6
IDE cell inh	5	-4	0	2	11	-6	-2	2
CRFBP-R2 block	21	16	-8	-8	-5	-1	4	-1
NS3 helicase inh	-17	0	2	3	31	-10	-1	-2

49	Cc1ccc(-c2nc(Nc3ccc(N4CCOCC4)cc3)c3ccccc3n2)cc1
50	COc1nc(C)c2cc(C)oc2n1
51	CCOc1ccc(S(=O)(=O)N2CCC(C(=O)N3CCOCC3)CC2)cc1C
52	O=C1c2ccccc2-c2cccnc21
53	O=S(=O)(c1ccc(F)cc1)N1CCCC(CO)C1 (stereo unspecified)
54	Cc1ccc(C=Nc2cccnc2N)cc1
55	COc1cc(CN2CCCC(C(=O)N3CCc4ccccc4C3)C2)cc(OC)c1OC (stereo unspecified)
56	CC1CCCC(C)N1CCCNC(=O)CN1C(=O)COc2ccc(S(=O)(=O)N3CCOCC3)cc21 (stereo unspecified)

Assay by compound	49	50	51	52	53	54	55	56
pCIP destab	4	-13	-6	6	2	-11	-1	0
VIM-2 inhibitor	-1.6	-0.3	-4.3	4.4	-2.5	0.8	-1.6	-1.3
GalR3 antag	0	-5	-7	-7	-3	x	-6	-7
IDE act	x	-4	1	3	-3	4	1	3
IMP-1 inhibitor	-1.4	-0.4	-3.6	-3.6	-0.6	4.8*	0.7	-2.8
UBC9 SUMO inh	15	1	12	2	-17	1	-5	0
IDE cell inh	2	3	3	4	3	-4	0	-2
CRFBP-R2 block	-15	0	2	7	10	-17	-3	-15
NS3 helicase inh	-10	-1	2	2	-6	11	-20	13

57	COc1cccc(C2NC(=O)CCC2[N+](=O)[O-])c1OC (stereo unspecified)
58	COc1ccc(-c2nnc3ccc(SCC(=O)N4CCOCC4)nn23)cc1
59	Nc1cc(S(=O)(=O)Nc2ccccc2Cl)ccc1N1CCOCC1
60	Nc1nonc1C(=O)NC(c1ccccc1)c1ccccc1

Assay by compound	57	58	59	60
pCIP destab	-7	-3	-15	-5
VIM-2 inhibitor	-2.7	x	-0.5	-4.0
GalR3 antag	-6	2	-4	-2
IDE act	-2	x	4	-4
IMP-1 inhibitor	-3.1	x	-1.3	-3.5
UBC9 SUMO inh	12	16	-4	11
IDE cell inh	9	-2	-5	-11
CRFBP-R2 block	-8	7	4	2
NS3 helicase inh	9	x	-11	0

Assay outcomes (PubChem)
